Abeta yeast res = compounds reversing amyloid beta toxicity in yeast | yeast expressing A-beta42, growth rescue, OD600, 48 h; response scale: 0% DMSO, 100% iron-clioquinol control | Potency, µM (series often up to 46.1 µM), without a hit: at the highest dose growth rescue, actives largely listed as activators | 410,000 compounds, 0.063% hits; also: potency is read from the fitted curve at half-maximal effect; nearly all actives have a fitted effect of over 55% in size
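Growth rescue measured by 600 nm absorbance after 48 h yeast culture at 30 C with compound. Values normalized between DMSO and an equimolar ferric chloride plus clioquinol control.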
WRN inhibitor = WRN helicase (human) inhibition | WRN helicase unwinding, fluorescent forked duplex, kinetic | Potency, µM (top dose mostly 114 µM), without a hit: at the top dose activity change, negative = inhibition, hits mostly inhibitors | 360,000 compounds, 0.46% hits | AID 651768; also: potency is read from the fitted curve at half-maximal effect; % is scaled to controls: 0 for no effect and ±100 for the full control effect; nearly all actives have a fitted effect of over 55% in size
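WRN at 20 nM final was preincubated with compound for 15 min at room temperature; reaction started with 100 nM forked duplex oligonucleotide carrying fluorophore and quencher plus 2 mM ATP (final). Unwinding followed kinetically by red fluorescence (ex 525/em 598 nm).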
IL2 activator = activators of IL-2 | IL-2 activation reporter assay, cell-based qHTS; stimulated with anti-CD3/CD4/CD28 beads; in transgenic mouse T cells | activation, % (series mostly up to about 46 µM) | 360,000 compounds, 0.065% hits | AID 652025; in the data active = activation above about 50%; inconclusive = mostly about 30% to 49%; also: 0% is about no effect
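Using fluorescent plate cytometry, EGFP and DsRed are detected in transgenic mouse T cells stimulated 18 h at 37 degrees C with antibody-coated beads after 60 min compound pretreatment.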
EPAC1 antag = blocks human EPAC1 exchange factor | EPAC1 GEF assay, Rap1b-BODIPY-GDP exchange fluorescence | Potency, µM (doses to about 115 µM), without a hit: at the highest dose activity change, negative = inhibition, most hits filed as inhibitors | 360,000 compounds, 0.14% hits | AID 720709;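 also: potency is read from the fitted curve at half-maximal effect; plate controls were vehicle for no effect and positive control for full effect; nearly all actives have a fitted effect of over 50% in size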
PLK1 PBD inh = blocks phosphopeptide binding to human PLK1 polo-box domain; P53350; Plk1 PBD binding of FITC phosphopeptide, fluorescence polarization; Potency, µM, without a hit: max response, negative = inhibition, hits mostly inhibitors; 360,000 compounds, 2.8% hits; AID 720504; also: potency is read from the fitted curve at half-maximal effect; series mostly up to about 57 µM; % is scaled to controls: 0 for no effect and ±100 for the full control effect; nearly all actives have a fitted effect of over 65% in size
PI5P4K alpha inh = PI5P4K alpha (human) kinase inhibition; max response, %; 330,000 compounds, 1.2% hits; PI5P4Kalpha enzyme, ADP-Glo luminescence, 60 min; stronger effect = lower value; P48426; AID 652105; active = max response of -50% or lower; inconclusive = between -30% and -50%; inactive = -30% or higher; also: value at the top dose of about 77 µM; % is scaled to controls: 0 for no effect and ±100 for the full control effect
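Compounds were pin-transferred onto PI5P4Kalpha and substrate in HEPES pH 7.4 buffer with EGTA, CHAPS and 5% DMSO. ATP (5 microM final) started the reaction, which ran 60 minutes at room temperature before ADP-Glo detection.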
EPAC1 agonist = EPAC1 (human) agonism; Potency, µM (top dose mostly 154 µM), for inactives: at the top dose activation, usual class: activators; 360,000 compounds, 0.073% hits; AID 720707; O95398; EPAC1 agonist qHTS, biochemical assay; response scale: 100% = response to 6.5 mM cAMP; also: potency is read from the fitted curve at half-maximal effect; nearly all actives have a fitted effect of over 60% in size
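Read-out is the fluorescence drop as BODIPY-GDP leaves Rap1B (480 nm excitation, 540 nm emission), recorded every 5 minutes over 30 minutes. Reactions held 100 nM EPAC1, 250 nM Rap1B–BODIPY-GDP and 50 uM GDP, with 6.5 mM cAMP setting full activation.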
FUS suppressor = suppressors of FUS proteinopathy in yeast; S. cerevisiae FUS-expressing, growth rescue, OD600, 24 h; Potency, µM (titrated, usually from 76.6 µM), without a hit: at the highest dose growth rescue (activation), hits mostly activators; 390,000 compounds, 0.24% hits; AID 1347120;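 also: potency is read from the fitted curve at half-maximal effect; plate controls were DMSO vehicle for no effect and reference control for full effect; nearly all actives have a fitted effect of over 55% in size; some results filed as inactive show a strong effect at the top dose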
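Cultures pregrown in 2.5% raffinose medium are shifted to minimal medium containing 2% galactose to express toxic FUS. Compounds are tested at several concentrations. After 24hr at 30C, growth is quantified at 600 nm absorbance.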
The depositor's hits bear a star; ? = inconclusive; · = not tested or not shown; [ ] = another dose, or the depositor's remark. Unless noted, calls follow the shape of the dose curve; as a rule, active = well fitted curve in the direction sought with a large enough effect; inconclusive = small, poorly fitted or top-dose-only effect, or another doubt; inactive = no such curve, though single readings can be large; an effect the other way counts as inactive or inconclusive. Outcome played no part in choosing rows; any-hit rate near 4.1%.

Compound	Abeta yeast res	WRN inhibitor	IL2 activator	EPAC1 antag	PLK1 PBD inh	PI5P4K alpha inh	EPAC1 agonist	FUS suppressor
Cc1ccc(C(=O)NNc2nc3ccccc3nc2C(F)(F)F)cc1	-3.8%	-29.6%[57.1 µM]	-0.3	6.4%	-13.2%	2.4	1.4%	-4.3%
CCOC(=O)c1[nH]c(C)c(C(=O)OCC(=O)NCc2ccc(Cl)cc2)c1C	-8.0%	10.1%	0.1	0.5%	-2.6%	-6.6	-10.2%	-23.3%
O=C(COC(=O)C1=COCCO1)Nc1c(F)cccc1F	13.2%	-2.3%	0.4	4.0%	-0.3%	0.6	0.3%	-42.3%
COc1ccc(CCNC(=O)CSc2ccc(-c3ccncc3)nn2)cc1	·	-3.7%	-0.2	-4.4%	6.9%	-3.2	2.7%	-9.5%
Cc1ccc(S(=O)(=O)N2C[C@H]3[C@H]4C(=O)N(Cc5ccccc5)C(=O)[C@H]4CC(=O)[C@H]3[C@@H]2c2ccccc2)cc1	3.5%	-6.4%	-0.6	-9.6%	-7.2%	0.8	-1.5%	41.7%
COC(=O)c1sc(N2C(=O)C(O)=C(C(=O)c3ccc(C)o3)C2c2cccs2)nc1C (stereo unspecified)	-15.3%	-10.0%	-5.6	1.0%	26.7µM*	-29.3	7.1%	?
COc1ccc(-c2noc(N3CCC(C(=O)Nc4ccc(OC)cc4OC)CC3)n2)cc1	3.8%	-0.9%	-2.0	-6.1%	3.5%	6.5	-3.3%	39.1%
COc1ccc(C(=O)NCc2cc(C(C)C)no2)cc1OC1CCN(C(C)C)CC1	-3.8%	-4.5%	-3.0	-22.5%	-11.0%	0.2	4.1%	4.0%
Cc1ccc(C)c(OCCCC(=O)NC2CCCCC2)c1	22.4%	1.5%	0.1	-1.3%	-3.7%	5.3	-3.3%	6.4%
COc1ccccc1-c1ccc(/C=C2\C=CC(=O)O2)o1	0.0%	?	0.3	-15.3%	16.4%	-26.8	7.8%	?
CC(C)C[C@@H](NC(=O)[C@H]1CCCN1C(=O)Cc1ccccc1)C(N)=O	-7.0%	-2.4%	1.1	-14.3%	1.6%	0.2	-0.3%	-26.9%
COc1cc2c(C(=O)NCCCOC(C)C)cn(CC(C)C)c(=O)c2cc1OC	-2.6%	3.0%	-2.6	7.4%	-2.8%	-5.1	0.3%	26.4%
COc1ccccc1OCCNC(=O)c1ccccc1OCc1c(C)noc1C	-20.3%	3.7%	3.2	-10.0%	3.9%	-0.4	0.6%	13.3%
CC(C)(NS(=O)(=O)OCC(Cl)(Cl)Cl)c1ccccc1	1.9%	-6.8%	-0.9	-1.6%	-14.6%	-0.3	1.5%	-17.6%
Cn1nc(Cc2n[nH]c(=S)n2C)c2ccccc2c1=O	-19.6%	0.1%	-3.3	3.1%	-0.8%	-8.2	-0.9%	1.8%
CCOc1ccc(NC(=O)Nc2ccccc2SC)cc1	-18.5%	3.3%	-5.2	4.6%	-21.3%	0.4	-1.6%	-19.8%
O=C(NCC1CCCO1)c1onc(CSc2cccc3ccccc23)c1C(=O)O (stereo unspecified)	2.8%	-4.5%	-0.2	-25.6%	?	?	-13.3%	2.8%
CCOCCCNS(=O)(=O)c1ccc(NC(=O)c2ccccc2)cc1	10.4%	-9.6%	-1.4	3.3%	-5.4%	·	16.0%	-8.0%
CC(C)(C)NC(=O)C(c1ccccn1)N(C(=O)c1ccc2c(c1)OCCO2)C1CCCC1 (stereo unspecified)	-7.3%	-6.2%	0.3	-0.1%	-8.4%	4.9	-2.9%	20.1%
COc1ccc(-c2cc(-c3ccc(C)cc3)nc(SCc3nnc(-c4ccccc4)o3)c2C#N)cc1OC	12.6%	-32.3%[57.1 µM]	1.2	22.9%	-6.5%	-3.4	-0.6%	8.2%
Nc1nonc1-n1nnc(C(=O)N/N=C/c2cccnc2)c1CSc1ccc(Cl)cc1	2.6%	-1.4%	-4.8	6.2%	2.4%	-3.4	5.1%	11.8%
FC(F)(F)c1ccnc(Sc2n[nH]c(C(F)(F)F)n2)c1	-93.2%[inhibitor]	-26.0%	0.7	7.4%	-11.8%	0.1	-2.5%	-29.1%
O=C1CCC(C(=O)N2CCSCC2)CN1Cc1cccc(C(F)(F)F)c1 (stereo unspecified)	7.8%	-17.7%	2.2	3.4%	-8.1%	3.1	15.3%	9.3%
N=C(N)SCCc1cccc(CCSC(=N)N)c1	0.3%	-22.2%	0.3	7.5%	1.1%	0.6	-23.1%	-14.5%
CCn1c(CNC(=O)Cc2ccc(OC)cc2)nnc1SCC(=O)c1ccccc1	-22.0%	4.1%	-0.6	5.0%	?	?	-4.8%	-9.3%

Retrieved by compound from the entries so far:
Compound	Abeta yeast res	WRN inhibitor	IL2 activator	EPAC1 antag	PLK1 PBD inh	PI5P4K alpha inh	EPAC1 agonist	FUS suppressor
COc1ccc(-c2cc(-c3ccc(C)cc3)nc(SCc3nnc(-c4ccccc4)o3)c2C#N)cc1OC	12.6%	-32.3%[57.1 µM]	1.2	22.9%	-6.5%	-3.4	-0.6%	8.2%
Cc1ccc(C)c(OCCCC(=O)NC2CCCCC2)c1	22.4%	1.5%	0.1	-1.3%	-3.7%	5.3	-3.3%	6.4%

More entries
Compound	Abeta yeast res	WRN inhibitor	IL2 activator	EPAC1 antag	PLK1 PBD inh	PI5P4K alpha inh	EPAC1 agonist	FUS suppressor
CN(C)S(=O)(=O)c1ccc(NC(=S)NC(=O)c2cccs2)cc1	0.7%	5.4%	-0.3	-17.9%	0.0%	-11.6	1.5%	6.0%
Cc1cccc2cc(C(c3nnnn3C(C)(C)C)N3CCN(C(=O)c4ccco4)CC3)c(=O)[nH]c12 (stereo unspecified)	7.2%	3.4%	-3.0	11.0%	-6.2%	·	-2.9%	-4.3%
O=S(=O)(Nc1nc(SCc2ccc(Cl)cc2)n[nH]1)c1ccc(F)cc1	?	-7.5%	2.0	-25.6%	3.2%	1.9	6.1%	-17.2%
Cn1c(Cc2cccs2)nnc1SCC(=O)Nc1ccc(F)cc1F	5.6%	-2.3%	1.2	-6.8%	-8.6%	-4.7	11.1%	-16.8%
COc1ccc(C2c3ccsc3CCN2C(=O)C(C)(C)C)cc1 (stereo unspecified)	32.5%	-0.3%	0.1	-6.5%	-7.2%	0.0	6.1%	19.0%
O=C1C2C3C=CC(O3)C2C(=O)N1Cc1ccncc1 (stereo unspecified)	8.2%	6.2%	-0.2	-5.3%	1.6%	-5.2	5.3%	·
CCCn1c(SCC(=O)Nc2cccc(C(=O)OC)c2)nnc1-c1cccnc1	?	-10.1%	2.3	-21.7%	-12.1%	5.6	5.5%	10.3%
CC(=O)NS(=O)(=O)c1ccc(NC(=S)NC(=O)COc2ccccc2C)cc1	21.4%	-7.0%	-0.7	-1.3%	-8.5%	2.0	11.2%	22.8%
O=C(NCc1ccco1)c1ccc(Oc2ccccc2)cc1	6.0%	-9.3%	2.1	7.4%	-6.7%	-12.1	12.4%	21.4%
COC(=O)C1C(=O)N(S(=O)(=O)c2ccc([N+](=O)[O-])cc2)c2ccccc21 (stereo unspecified)	-7.8%	18.9%	-0.8	-10.5%	-15.5%	0.3	13.0%	-0.3%
O=C(CCS(=O)(=O)c1ccc2c(c1)NC(=O)CO2)NCc1ccccc1	7.1%	-7.7%	-5.6	15.8%	-9.9%	5.8	4.8%	-11.0%
COc1cc(S(=O)(=O)NCc2ccc3c(c2)OCO3)ccc1F	1.2%	-3.9%	1.8	-4.3%	-4.5%	-0.4	0.7%	-27.8%
CC(=O)/C=C/c1ccc(C)o1	4.0%	1.5%	0.1	13.9%	-17.8%	0.9	-7.2%	23.0%
CNC(=O)CC(C(=O)O)c1ccc(OCC(C)C)cc1 (stereo unspecified)	-13.9%	4.8%	-2.1	-24.0%	0.2%	-4.6	-2.6%	9.4%
C[C@H](CO)N1C[C@H](C)[C@@H](CN(C)S(=O)(=O)c2ccccc2)Oc2c(NC(=O)c3ccncc3)cccc2C1=O	0.3%	-5.2%	-0.1	15.4%	-6.7%	8.7	-12.9%	17.5%
Nc1nnnn1/N=C/c1cccc(O)c1	2.1%	-7.6%	-0.4	-4.9%	0.7%	-0.1	1.4%	-11.1%

An excerpt of these results, with two lines to a compound.
Second line of a record – Abeta yeast res | WRN inhibitor | IL2 activator | EPAC1 antag | PLK1 PBD inh | PI5P4K alpha inh | EPAC1 agonist | FUS suppressor
CN(C)S(=O)(=O)c1ccc(NC(=S)NC(=O)c2cccs2)cc1
    0.7% | 5.4% | -0.3 | -17.9% | 0.0% | -11.6 | 1.5% | 6.0%
Cc1cccc2cc(C(c3nnnn3C(C)(C)C)N3CCN(C(=O)c4ccco4)CC3)c(=O)[nH]c12 (stereo unspecified)
    7.2% | 3.4% | -3.0 | 11.0% | -6.2% | · | -2.9% | -4.3%
O=S(=O)(Nc1nc(SCc2ccc(Cl)cc2)n[nH]1)c1ccc(F)cc1
    ? | -7.5% | 2.0 | -25.6% | 3.2% | 1.9 | 6.1% | -17.2%
Cn1c(Cc2cccs2)nnc1SCC(=O)Nc1ccc(F)cc1F
    5.6% | -2.3% | 1.2 | -6.8% | -8.6% | -4.7 | 11.1% | -16.8%
COc1ccc(C2c3ccsc3CCN2C(=O)C(C)(C)C)cc1 (stereo unspecified)
    32.5% | -0.3% | 0.1 | -6.5% | -7.2% | 0.0 | 6.1% | 19.0%
O=C1C2C3C=CC(O3)C2C(=O)N1Cc1ccncc1 (stereo unspecified)
    8.2% | 6.2% | -0.2 | -5.3% | 1.6% | -5.2 | 5.3% | ·
CCCn1c(SCC(=O)Nc2cccc(C(=O)OC)c2)nnc1-c1cccnc1
    ? | -10.1% | 2.3 | -21.7% | -12.1% | 5.6 | 5.5% | 10.3%
CC(=O)NS(=O)(=O)c1ccc(NC(=S)NC(=O)COc2ccccc2C)cc1
    21.4% | -7.0% | -0.7 | -1.3% | -8.5% | 2.0 | 11.2% | 22.8%
O=C(NCc1ccco1)c1ccc(Oc2ccccc2)cc1
    6.0% | -9.3% | 2.1 | 7.4% | -6.7% | -12.1 | 12.4% | 21.4%
